MITF primary: MITF inhibitors, primary screen, biochemical, AlphaScreen, human; AID 1259374, 2018; Microphthalmia-associated transcription factor (Homo sapiens), O75030; AlphaScreen MITF homodimerization, bead proximity signal; actives 0.91% (n = 650,000); inhibition, % at 2.6 µM; in the data active = inhibition above about 50%;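 also: 0% = vehicle wells with protein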
Target sequence (O75030 whole entry, looked up): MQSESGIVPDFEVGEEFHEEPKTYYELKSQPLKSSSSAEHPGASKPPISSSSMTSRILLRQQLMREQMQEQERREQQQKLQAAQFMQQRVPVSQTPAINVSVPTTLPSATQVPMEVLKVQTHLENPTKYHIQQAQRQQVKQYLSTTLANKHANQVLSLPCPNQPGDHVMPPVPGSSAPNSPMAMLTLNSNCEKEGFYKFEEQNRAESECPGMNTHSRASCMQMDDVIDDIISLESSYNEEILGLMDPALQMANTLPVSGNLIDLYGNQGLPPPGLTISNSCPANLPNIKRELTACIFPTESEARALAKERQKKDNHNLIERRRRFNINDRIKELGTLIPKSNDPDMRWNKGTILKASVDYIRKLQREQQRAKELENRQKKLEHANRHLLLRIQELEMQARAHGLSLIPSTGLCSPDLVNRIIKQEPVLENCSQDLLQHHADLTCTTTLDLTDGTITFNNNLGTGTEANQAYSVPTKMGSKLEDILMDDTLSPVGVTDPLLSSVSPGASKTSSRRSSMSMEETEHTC
TEAD-YAP block: TEAD-YAP interaction inhibition, primary screen, TEAD-YAP interaction inhibitor project, luminescence, HEK-TIYL cells; TEAD-Gal4/YAP UAS-luciferase luminescence; inhibition, % at 9.12 µM; actives 1.4% (n = 640,000); AID 1259422, 2018; in the data active = inhibition above about 32%;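 also: 0% = median of test compound wells and 100% = reference inhibitor wells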
GPR151 activ: activators of human GPR151, primary screen, cell-based, PathHunter beta-arrestin, luminescence | G-protein coupled receptor 151 (Homo sapiens), Q8TDV0 | PathHunter beta-arrestin GPR151 cells | activation, % at 11.2 µM | actives 1% (n = 650,000); in the data active = activation above about 4.9%;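 also: 0% = median of compound wells and 100% = cells with positive control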
Target sequence (Q8TDV0 whole entry, looked up): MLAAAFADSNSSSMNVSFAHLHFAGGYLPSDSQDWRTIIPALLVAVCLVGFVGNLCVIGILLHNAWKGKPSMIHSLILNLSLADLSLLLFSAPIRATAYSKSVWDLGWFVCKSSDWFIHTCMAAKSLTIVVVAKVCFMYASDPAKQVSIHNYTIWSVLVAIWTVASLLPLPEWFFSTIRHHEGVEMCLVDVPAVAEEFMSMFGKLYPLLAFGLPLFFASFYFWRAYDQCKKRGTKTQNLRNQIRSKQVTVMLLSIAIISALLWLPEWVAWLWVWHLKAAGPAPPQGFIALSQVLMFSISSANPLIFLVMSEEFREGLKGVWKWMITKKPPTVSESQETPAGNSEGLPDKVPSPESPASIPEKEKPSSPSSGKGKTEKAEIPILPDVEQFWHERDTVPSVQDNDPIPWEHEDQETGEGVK
FBW7 activator: FBW7 E3 ligase activators, primary screen, biochemical, AlphaScreen, human; F-box/WD repeat-containing protein 7 (Homo sapiens), Q969H0; AlphaScreen FBW7–phospho-cyclin E peptide binding, activator screen; normalized activity (activation), % at 26.1 µM; actives 0.13% (n = 650,000); in the data active = normalized activity above about 1.9%;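 also: purified mutant Fbw7 with reduced substrate affinity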
Numbers without * were called inactive; x = no result given. Rows were taken by chance (roughly 3.4% active in at least one column).

No.	Structure	MITF primary	TEAD-YAP block
1	O=C(Nc1nnc(-c2ccccc2)s1)c1ccccc1Br	2	-43
2	CO[C@H]1[C@H](NC(=O)CSC)c2ccccc2C12CCN(Cc1cccc(Cl)c1)CC2	8	8
3	Cc1ccc(/C=N/NC(=O)C(=O)Nc2cccc(F)c2)o1	7	-7
4	CC1(C)CC(=O)C2=C(C1)OC1=C(C(=O)CC(C)(C)C1)C2c1cccc(F)c1	8	-6
5	CC(=O)Nc1nc2ccccc2n1CCOc1ccccc1C	-7	1
6	O=C(CSc1nc2sc3c(c2c(=O)[nH]1)CCCC3)NCc1ccco1	8	1
7	Cc1ccc2nc(/C(C#N)=C\c3ccc4c(c3)OCCO4)[nH]c2c1	11	-76
8	CC(C)(C)C(=O)COC(=O)CCc1nc2ccccc2[nH]c1=O	-11	-5
9	CCCNC(=O)CN(C)c1nnc(N2CCCC2=O)s1	-15	1
10	COCCCNC(=O)c1ccc(N2CCN(c3ccccn3)CC2)c([N+](=O)[O-])c1	22	12
11	COc1ccc(S(=O)(=O)Cc2ccc(C(=O)N3CCCC3)o2)cc1	-4	6
12	CCOc1ccccc1N/C(SCc1ccccc1F)=C(/C#N)C(=O)NCc1cccs1	2	-7
13	Cc1nc2ccncc2cc1C(=O)/C=C/N(C)C	-7	-10
14	O=C(c1ccc(Sc2ccc(Br)cc2)c([N+](=O)[O-])c1)N1CCCC1	20	4
15	Nc1cc(N2CCOCC2)c(Cl)cc1[N+](=O)[O-]	-1	-7

No.	GPR151 activ	FBW7 activator
1	-2.1	0.1
2	-1.0	-0.2
3	0.6	0.4
4	-0.7	0.1
5	0.7	-0.2
6	1.0	-0.1
7	0.1	0.1
8	-0.4	0.0
9	3.0	0.1
10	-0.5	0.1
11	0.8	0.5
12	1.7	0.0
13	-0.3	-0.1
14	-0.7	0.2
15	1.9	-0.1

Going on with the list.
No.	Structure	MITF primary	TEAD-YAP block
16	COC(=O)c1c(NC(=O)COc2ccccc2)sc(C(=O)Nc2ccc(F)cc2)c1C	2	-12
17	CCc1cccc2c1NC(=O)C21C(C#N)=C(N)Oc2c1c(C)nn2-c1ccccc1 (stereo not given)	0	14
18	Cc1cccn2c(=O)c3cc(C(=O)NCc4ccc5c(c4)OCO5)n(C)c3nc12	-4	6
19	Cc1oc(-c2ccccc2)nc1C(=O)OCC(=O)NC(N)=O	4	-2
20	COc1ccc([N+](=O)[O-])c2c1CCN2C(=O)CC[C@H](N)C(=O)O	6	x
21	COc1ccccc1CNC(=O)CSc1ccc(C(=O)Nc2ccccc2OC)cc1[N+](=O)[O-]	11	-6
22	COc1cccc(NC(=O)NC(C)c2nc(-c3ccc(Cl)cc3)n[nH]2)c1 (stereo not given)	-10	-6
23	COc1ccc(OC)c(-n2c(CNC(=O)c3ccc(S(=O)(=O)N4CCCC4)cc3)nnc2SCC(=O)N2CCc3ccccc32)c1	4	2
24	O=S(=O)(Nc1ccc(S(=O)(=O)Nc2cccc3ccccc23)cc1)c1ccccc1	-3	-6
25	CCOC(=O)N1CCc2c(sc(NC(=O)c3cccc(C)c3)c2C(=O)OC)C1	-3	-4
26	Cc1ccc(Nc2nc3ccccc3n3nnnc23)c(Cl)c1	17	-11
27	Cc1cccc(N2CCN(C(=O)CCc3csc(NC(=O)c4ccccc4)n3)CC2)c1	4	16
28	Cc1cc(NC(=O)CON=C2c3ccccc3-c3ccccc32)no1	2	-2
29	Cc1oc(C)c(C(=O)O)c1COc1ccc(C(=O)O)cc1	2	-5
30	COc1cc(Nc2nc(NCCN3CCOCC3)ncc2C)cc(OC)c1OC	12	3

No.	GPR151 activ	FBW7 activator
16	2.5	0.1
17	0.0	-0.2
18	0.0	-0.1
19	0.0	0.0
20	-0.1	-0.1
21	1.7	0.2
22	0.0	-0.1
23	-0.3	0.0
24	0.4	0.0
25	0.9	-0.1
26	-0.3	0.1
27	-1.1	-0.3
28	-0.6	0.0
29	-1.3	0.7
30	-1.9	-0.2

Next section.
No.	Structure	MITF primary	TEAD-YAP block
31	O=C(CCCOC(=O)c1cccnc1Cl)c1ccc(Br)cc1	-6	-2
32	Cc1ccccc1-n1nc2c(c1NC(=O)c1cc3ccccc3oc1=O)CSC2	10	2
33	O=C(N[C@H]1C[C@H]2C(=O)N[C@@H](CSCc3ccccc3)C(=O)N2C1)c1cccnc1Oc1ccc(Cl)cc1	0	7
34	CCOC(=O)c1c(NC(=O)CSc2nnc(CNC(=O)COc3ccccc3)n2-c2ccc([N+](=O)[O-])cc2)sc2c1CCCC2	9	-8
35	COc1cccc(/C=N/NC(=O)CCc2n[nH]c(=O)[nH]c2=O)c1O	4	2
36	COC(=O)c1ccc(/C=N/NC(=O)C(=O)Nc2ccc(F)cc2)cc1	13	7
37	Cc1nc([N+](=O)[O-])cn1CCCCN1C(=O)c2ccccc2C1=O	4	1
38	CCOC(=O)c1ccc(NS(=O)(=O)c2cc(C(=O)OC)n(C)c2)cc1	-5	2
39	CCCc1nc(SCC(=O)NC2CC2)c2c(C)c(C)sc2n1	5	-2
40	CNC(=O)CN(c1ccc(OC)cc1OC)S(C)(=O)=O	-10	3
41	COc1ccc(S(=O)(=O)NC2CCCCC2)cc1I	-2	-9
42	CCOC(=O)c1ccc(CN(Cc2ccc(C)cc2)S(=O)(=O)c2ccc(F)c(C(=O)Nc3ccc(Cl)cc3F)c2)cc1	29	-4
43	CC1(C)CC(=O)C(C=Nc2cc(Cl)cc(Cl)c2)=C(O)C1	26	-7
44	COc1cc(Cl)c(C)cc1NC(=S)N(Cc1ccccc1)Cc1cccs1	1	10
45	CC(c1ccccc1)N1CCC(NC(=O)c2ccc(=O)[nH]n2)CC1 (stereo not given)	0	-5

No.	GPR151 activ	FBW7 activator
31	0.0	0.1
32	-1.4	1.1
33	-1.2	-0.1
34	0.0	0.0
35	0.5	-0.4
36	-0.7	0.0
37	0.9	0.0
38	2.4	-0.2
39	0.5	-0.1
40	-2.4	-0.1
41	1.3	-0.3
42	-1.1	1.6
43	0.5	0.0
44	-1.4	0.1
45	1.0	0.0

Exported as labelled records: entries from further up
[40] CNC(=O)CN(c1ccc(OC)cc1OC)S(C)(=O)=O
  MITF primary = -10 | TEAD-YAP block = 3 | GPR151 activ = -2.4 | FBW7 activator = -0.1

[41] COc1ccc(S(=O)(=O)NC2CCCCC2)cc1I
  MITF primary = -2 | TEAD-YAP block = -9 | GPR151 activ = 1.3 | FBW7 activator = -0.3

[42] CCOC(=O)c1ccc(CN(Cc2ccc(C)cc2)S(=O)(=O)c2ccc(F)c(C(=O)Nc3ccc(Cl)cc3F)c2)cc1
  MITF primary = 29 | TEAD-YAP block = -4 | GPR151 activ = -1.1 | FBW7 activator = 1.6

[43] CC1(C)CC(=O)C(C=Nc2cc(Cl)cc(Cl)c2)=C(O)C1
  MITF primary = 26 | TEAD-YAP block = -7 | GPR151 activ = 0.5 | FBW7 activator = 0.0

Continuation:
No.	Structure	MITF primary	TEAD-YAP block
46	O=C(O)c1ncc(Cl)c(Cl)c1Cl	-2	4
47	Cc1ccc(S(=O)(=O)N(C)C)cc1NC(=S)N1CCC(C(N)=O)CC1	3	3
48	Cc1cccc(S(=O)(=O)NC(Cc2c[nH]c3ccccc23)C(=O)O)c1 (stereo not given)	14	1
49	COc1ccc(-c2cccc(C(=O)NCc3cccc(C(F)(F)F)c3)n2)cn1	-1	5
50	O=C(NCc1cccs1)c1ccc(N2CC3CC(C2)c2cccc(=O)n2C3)c(NC(=O)c2cccs2)c1 (stereo not given)	-3	-13
51	CC(=O)c1ccc(NC(=O)/C(=C\c2ccc3c(c2)OCO3)NC(=O)c2ccco2)cc1	0	-5
52	CCOC(=O)c1sc2nc(CC(=O)OC)nc(Nc3cc(Cl)c(OC)cc3OC)c2c1C	7	5
53	COc1ccc(OC)c(NC(=O)C(=O)NNC(=O)c2ccccc2OC)c1	21	-9
54	O=C1CCCN1CCCNc1cc(Nc2ccc(Oc3ccccc3)cc2)ncn1	19	-6
55	CCC(CC)C(=O)N1CCC[C@@H]2CN(C(=O)c3cccc(OC)c3)CC[C@H]21	7	4
56	COc1ccccc1NC(=O)N(C1=NCCC1)c1ccc(Cl)cc1	-15	-5
57	COc1cccc2c(SCC(=O)NC(C)C)nccc12	-6	-66
58	Cc1nn(CC(=O)Nc2ccc(CCC3CCN(C)CC3C)cc2)c(=O)c2ccccc12 (stereo not given)	-10	7
59	O=c1[nH]cc(NC2CCCCC2)c(=O)[nH]1	-2	1
60	NCCCC[C@@H]1NC(=O)[C@@H]2C[C@H](NC(=O)Nc3cc(Cl)ccc3Cl)CN2C1=O	-12	4

No.	GPR151 activ	FBW7 activator
46	1.5	0.0
47	2.0	-0.1
48	-0.6	0.0
49	0.1	0.1
50	-1.1	-0.2
51	0.1	0.0
52	0.6	-0.1
53	1.4	0.0
54	0.6	0.0
55	0.8	0.0
56	-0.8	-0.2
57	-3.2	0.0
58	0.9	0.0
59	0.3	-0.3
60	0.0	-0.1

New compounds follow
No.	Structure	MITF primary	TEAD-YAP block
61	COc1cc(CN2CCNC(=O)C2CC(=O)NCc2ccc(C)c(F)c2)cc(OC)c1 (stereo not given)	4	5
62	COc1ccc(CN2CCOCC2)c(OC)c1OC	4	23
63	COc1ccc(-c2nnc(SCC(=O)Nc3cccc(S(N)(=O)=O)c3)o2)cc1	0	-15
64	Cc1ccc(C2Nn3c(C)nnc3SC2C(=O)Nc2ccccc2F)cc1 (stereo not given)	4	-1
65	CCN(CC)c1ncc(-c2ccc(F)cc2)cn1	4	-29
66	Cc1ccn2nc(C(=O)OCc3ccc([N+](=O)[O-])cc3)nc2n1	7	2
67	Cc1sc2nc(COC(=O)c3cc(=O)c4ccccc4o3)[nH]c(=O)c2c1C	2	1
68	Cc1cc2c(cc1C)N(C(=O)CN1CCCCC1)C(C)(C)c1ssc(=S)c1-2	25	-3
69	O=S1(=O)c2ccccc2Nc2ccc(Cl)cc21	-7	-3
70	CCC(C)NCC(O)COCCOc1ccc(Cl)cc1 (stereo not given)	4	10
71	CN1/C(=C\C=N\O)C(C)(C)c2ccccc21	13	-1
72	COc1cccc(-c2nnc(Nc3nc4c(OC)cccc4s3)o2)c1	13	2
73	CCOc1ccc(CC(=O)NCCc2csc(-c3ccc(OC)cc3)n2)cc1	9	1
74	Cc1c(Cl)cccc1NC(=O)COc1cc(=O)n2ccccc2n1	15	-2
75	Cc1ccccc1C(=O)Nc1sc2c(c1C(=O)N1CCC(C)CC1)CCC(C)C2 (stereo not given)	6	7

No.	GPR151 activ	FBW7 activator
61	0.5	0.0
62	0.2	0.3
63	0.9	-0.1
64	-0.1	-0.1
65	0.4	-0.1
66	1.6	-0.1
67	0.3	0.0
68	-1.0	-0.2
69	3.7	0.0
70	-0.5	0.0
71	-1.8	0.0
72	-0.9	0.9
73	0.3	0.2
74	-1.7	0.0
75	0.2	-0.1

Values in list order from above:
FBW7 activator, nos. 64–74: -0.1, -0.1, -0.1, 0.0, -0.2, 0.0, 0.0, 0.0, 0.9, 0.2, 0.0
TEAD-YAP block, nos. 64–74: -1, -29, 2, 1, -3, -3, 10, -1, 2, 1, -2
GPR151 activ, nos. 64–74: -0.1, 0.4, 1.6, 0.3, -1.0, 3.7, -0.5, -1.8, -0.9, 0.3, -1.7

The list goes on.
No.	Structure	MITF primary	TEAD-YAP block
76	COc1ccc(-c2cn3c4c(=O)n(C)c(=O)n(C)c4nc3n2-c2cccc(Cl)c2)cc1	7	-10
77	CC(=O)Nc1nc2nc(-c3ccccc3)cc(=O)n2[nH]1	4	2
78	CCCCSc1nnc2c(n1)OC(c1cc(OC)c(OC(C)=O)cc1Cl)N(C(C)=O)c1ccccc1-2 (stereo not given)	-5	-7
79	COC(=O)n1c(SC)nc2ccccc21	4	-2

No.	GPR151 activ	FBW7 activator
76	-0.2	0.0
77	-0.6	-0.1
78	0.2	0.0
79	1.0	0.0

Quoted from above, entries 77 to 79
No.	Structure	MITF primary	TEAD-YAP block
77	CC(=O)Nc1nc2nc(-c3ccccc3)cc(=O)n2[nH]1	4	2
78	CCCCSc1nnc2c(n1)OC(c1cc(OC)c(OC(C)=O)cc1Cl)N(C(C)=O)c1ccccc1-2 (stereo not given)	-5	-7
79	COC(=O)n1c(SC)nc2ccccc21	4	-2

No.	GPR151 activ	FBW7 activator
77	-0.6	-0.1
78	0.2	0.0
79	1.0	0.0

Bioassay records as filed in PubChem BioAssay.
